# bCat nuc transl: beta-catenin nuclear translocation modulation. 190,000 tested, 0.3% active. HeLa beta-catenin nuclear translocation, immunofluorescence imaging. nuclear translocation activity, % at 5 µM. AID 1665;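 active means nuclear translocation activity above 50% at 5 µM, with a well cell count of 50 or more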;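 further: per-cell ratio of nuclear to cytoplasmic median beta-catenin stain intensity; plate controls were DMSO negative control for no effect and GSK-3 inhibitor IX positive control for full effect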
#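 assay system = human HeLa cells, endogenous beta-catenin | times = compound treatment 24 h, 37°C, 5% CO2 | detection = Anti-beta-catenin immunofluorescence on PFA-fixed, Triton-permeabilized cells, DAPI nuclei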
# Hep lipid drop: hepatic lipid droplet formation modulation; 240,000 tested, 0.4% active; AML12 mouse hepatocytes, oleate lipid droplets, BODIPY imaging; inhibition, % at 6.5 µM;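 active means lipid droplet intensity inhibited by at least 50%, with more than 500 cells counted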
#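 Material – AML12 mouse liver cells · Also added – oleate loading, 100 µM · Compound dosing – 6.5 µM single-point dosing · Times – overnight treatment with compound plus oleate · Measured by – fluorescence imaging, 20x objective, two fields per well · Read-out – percent inhibition of filter-corrected integrated lipid droplet intensity per well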
# PhoP inhibition: inhibitors of PhoP regulon expression, primary screen, Salmonella Typhimurium, GFP reporter (AID 1863); S. Typhimurium PhoP-regulated promoter GFP reporter, 4 h; higher % means a stronger effect; inhibition, % at 50 µM; hits with a dose series show IC50 in µM; 300,000 tested, 0.16% active;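 active means inhibition over 29.93%, a cutoff 3 SD above the screen mean, later confirmed by dose response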;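 further: 0% = low Mg2+ inducing control and 100% = high Mg2+ repressing control; strong numbers were not always called active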
# Insulin prom up: MIN6 insulin promoter up-regulation; MIN6 insulin promoter-GFP reporter, high-content imaging; hits give high values; z-score at 5 µM; 190,000 tested, 0.3% active;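 active means z-score above 3 at 5 µM with at least 500 cells counted in the well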
# CSM14.1 death rescue: rescue of cells from ER stress-induced death, primary screen, 384-well, CSM14.1, thapsigargin, ATP luminescence (AID 1222). 190,000 tested, under 10 active. cellular ATP content (survival), % at 20 µM; hits with a dose series show EC50 in µM. CSM14.1 thapsigargin-induced death rescue, ATP luminescence; higher % means a stronger effect;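 active means EC50 below 50 µM in the dose-response confirmation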;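 further: death triggered by thapsigargin at about 15 µM added after 2 h compound pretreatment; cell ATP read after overnight thapsigargin exposure of roughly 18 to 22 hours; normalized against plate controls of thapsigargin alone and 5% DMSO vehicle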
# Dynein transport: blocks dynein driven cargo transport along microtubules. 3617.4 mouse cells, GR-EGFP nuclear translocation imaging; test concentration mostly 20 µM; stimulated with dexamethasone, 1 µM; hits give low values. z-score, hits read low. 220,000 tested, 0.47% active;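 active means plate z-score of nuclear minus cytoplasmic receptor signal below a set negative limit, without overly bright fluorescence or cell loss, cut at about -3.5 in these data, passing the limit was not always enough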;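 further: z-score of nuclear minus cytoplasmic ring GR-EGFP intensity difference per well; some compounds called inactive have numbers as strong as hits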
#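 Buffer or medium: tet-free, stripped-serum medium; Also added: dexamethasone, 1.0 µM final; Technique: high-content fluorescence imaging after fixation; Times: 48 h induction, 1 h compound, 30 min dex at 37 °C; Read-out: per-cell GR-EGFP intensity, nucleus versus surrounding cytoplasmic ring, well-averaged.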
# MT stabilize HCS: stabilizes microtubules in HeLa cells | HeLa tubulin immunostaining HCS, 24 h; share of cells brighter than vehicle mean+2SD | 200,000 tested, 0.83% active | % tubulin-high responders, % at 10 µM;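 active means plate Z-score above 3 for both tubulin-high and condensed-nucleus cell shares, with cell loss under 80%, at 10 µM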;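 further: anti alpha tubulin signal scored within the nucleus-defined area of each cell; some results filed as inactive read as strong as hits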
# T cell HTS: modulates CD8 T cell binding to vesicles; 2C CD8+ T cell-vesicle binding, flow cytometry; hits give low values; calls only at 7 µM; 330,000 tested, 0.068% active; AID 2052;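 active means response, share of CD8 T cells binding vesicles, and their 90th percentile fluorescence all below set limits, cut at about 80% in these data, passing the limit was not always enough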
#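 System: murine 2C transgenic CD8+ T lymphocytes; also added: QL9-loaded Drosophila micro-vesicles; times: binding 1.5 h at 37 °C; measured by: flow cytometry, PE anti-B7-1 (FL2) versus Alexa647 anti-CD8 (FL8), PFA-fixed; control set: Peptide-free naked vesicles (low) and QL9 vesicles with 0.7% DMSO vehicle (high)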
# Autophagy mod: autophagy modulation, high-content screen; MEF GFP-LC3 puncta imaging; test concentration mostly 10 µM; calls only at 10 µM (by protocol); 190,000 tested, 0.98% active; AID 463193;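 active means percentage of spot-positive cells more than 3 SD above its plate mean, without a fluorescence outlier flag or 80% toxicity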;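 further: spot-positive cell cutoff set from DMSO-treated cells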
# Dynein transport cytoplasmic EGFP: second read-out of Dynein transport, no call of its own (marks repeat the call); z-score; measured here: cytoplasmic GR-EGFP intensity; hits give high values
# Dynein transport nuclear GR-EGFP: also measured in Dynein transport; calls as there; z-score; measured here: nuclear GR-EGFP intensity;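 lower value marks the stronger effect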
# Dynein transport cell count: second read-out of Dynein transport, no call of its own (marks repeat the call); z-score; measured here: cell count per field
# Insulin prom up cell count: second read-out of Insulin prom up, no call of its own (marks repeat the call); cell count; measured here: cytotoxicity, nuclei count;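 total cells summed across four imaged fields per well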
# Hep lipid drop cells 6.5 µM: also measured in Hep lipid drop; calls as there; cell count; measured here: cell count, cytotoxicity flag;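 cells counted across two imaged fields per well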
# bCat nuc transl cell count 5 µM: recorded beside bCat nuc transl, whose call it bears; cell count; measured here: cell count, cytotoxicity flag
# T cell HTS vesicle-bound %: further read-out of T cell HTS, marked with its call; double positive events, %; measured here: CD8+ vesicle-bound cell fraction;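 binding gate set so that unloaded-vesicle control wells show 10% double positive cells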
# MT stabilize HCS Hoechst-high %: also measured in MT stabilize HCS; calls as there; % Hoechst-high responders; measured here: nuclear condensation Hoechst responders;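 share of cells brighter than vehicle mean plus two SD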
# MT stabilize HCS cytotoxicity %: recorded beside MT stabilize HCS, whose call it bears; toxicity, %; measured here: cytotoxicity by cell density;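 0% = mean cell density of plate MIN control wells and 100% = no cells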
# Autophagy mod cell loss 18 h: second read-out of Autophagy mod, no call of its own (marks repeat the call); toxicity, %; measured here: cell loss, nuclei count;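 cell loss after 18 h compound exposure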
# Starred values were filed as active, the others as inactive; i = inactive; x = no result given; + = active, no number.
SMILES,bCat nuc transl,bCat nuc transl cell count 5 µM,Hep lipid drop,Hep lipid drop cells 6.5 µM,PhoP inhibition,Insulin prom up,Insulin prom up cell count,CSM14.1 death rescue,Dynein transport,Dynein transport cytoplasmic EGFP,Dynein transport nuclear GR-EGFP,Dynein transport cell count,MT stabilize HCS,MT stabilize HCS Hoechst-high %,MT stabilize HCS cytotoxicity %,T cell HTS,T cell HTS vesicle-bound %,Autophagy mod,Autophagy mod cell loss 18 h
O=C(NC(=S)NCC1CCCO1)c1cccc([N+](=O)[O-])c1 (stereo unspecified),-0.1,1048,-35,610,7%,0.42,1411,0.4%,-0.17,-0.28,-0.18,0.72,1.2,4.3,7.5,i,56,i,-3
Cc1ccccc1-n1c(SCC(=O)Nc2ccc3c(c2)OCO3)nnc1-c1ccccn1,0.6,567,12,792,3%,x,x,-1.7%,2.9,-0.15,1.6,-1.7,15,5.9,4.6,i,17,i,4
CCCc1c(C)[nH]c2ccccc2c1=O,x,x,-3,724,5%,0.17,946,1.6%,-0.31,-0.22,0.033,0.67,1.7,2.3,1.6,i,40,i,-3
CC1(C)Cc2c(sc(NC(=O)COc3ccccc3)c2C#N)C(C)(C)N1,4.5,896,-5,754,0%,x,x,1.4%,0.018,-0.13,0.071,-0.37,3.0,2.0,6.5,i,6,i,-2
CC(=O)N=Cc1c(C)c(C#N)c(=O)n(C)c1O,-2.5,1112,3,749,-3%,0.11,1304,-5.3%,-0.37,0.3,-0.011,0.28,3.5,1.7,5.2,i,32,i,13
COC(=O)c1ccc(N2C(=O)C3CC(C)=C(C)CC3C2=O)cc1 (stereo unspecified),0.4,1142,-2,708,3%,-0.04,1327,x,0.57,-0.28,0.21,0.01,1.7,2.0,6.8,i,35,i,13
O=C(NCCSCc1ccco1)Nc1ccccc1,0.0,1422,x,x,9%,-0.02,1135,-2.7%,-1.1,-0.3,-0.36,0.94,3.4,2.8,6.4,i,49,i,2
Cc1nc2ccccc2nc1CSc1nnc(N)s1,-1.4,1223,8,740,-3%,-0.16,938,0.0%,-0.6,-0.12,-0.28,0.75,0.8,1.3,1.1,i,39,i,-9
CCn1cc(C(=O)NCc2ccccc2OC)c(=O)c2cc(S(=O)(=O)N(C)C)ccc21,-0.6,1075,-6,606,-3%,1,1763,-1.2%,0.6,-0.15,0.46,0.3,4.2,2.2,8.8,i,31,i,-4
O=[N+]([O-])c1cc(S(=O)(=O)N2CCCC2)ccc1NN=C1CCCC1,x,x,-8,635,0%,-0.08,1409,1.6%,0.14,-0.32,-0.34,0.28,2.0,3.6,4.1,i,48,i,9
CC(=O)c1ccc(OCC(O)CN2CCC(C)CC2)cc1 (stereo unspecified),-0.2,1197,x,x,3%,2.4,956,-0.9%,1.1,-0.18,0.82,-0.49,8.7,2.7,1.2,i,43,i,5
COc1ccc(-c2noc(-c3ccoc3C)n2)cc1,2.4,1050,10,730,2%,-0.17,1393,0.2%,0.3,0.056,0.24,1,10*,13*,24*,i,4,i,8
CNC(=O)C1(C)C=CCN1C(=O)c1ccccc1 (stereo unspecified),x,x,16,786,4%,-0.42,1200,-5.8%,1.9,-0.26,1.1,0.16,4.7,1.5,5.7,i,20,i,-2
CCCCCOC(=O)Cc1c(O)c2ccccc2n(C)c1=O,0.1,1080,x,x,11%,0.1,1015,0.7%,-2.7,0.41,-1.5,0.76,9.8,3.2,6.2,i,48,i,-2
COc1ccc(Cl)cc1CSc1ncn[nH]1,0.2,1239,2,711,-3%,0.09,1144,x,1,-0.24,0.81,-0.49,x,x,x,i,18,x,x
COc1cc(C2NCCc3c2[nH]c2ccccc32)ccc1OC(C)C (stereo unspecified),0.4,1577,-3,677,3%,-0.13,1092,-1.1%,0.52,-0.051,0.46,-1.6,2.1,2.8,7.6,i,31,i,3
Cn1c(=O)n(CCOc2ccc([N+](=O)[O-])cc2)c2ccccc21,-0.2,1381,1,732,-4%,0.64,1147,x,0.58,-0.25,0.25,-0.55,x,x,x,i,6,x,x
CN(Cc1cccs1)C(=O)CCCc1c[nH]c2ccccc12,-0.8,1170,1,653,3%,-1.3,1398,1.8%,0.25,-0.32,0.38,1.2,7.3,2.9,22,i,21,i,24
CC1Cc2ccccc2N1C(=O)c1cnsn1 (stereo unspecified),2.5,1153,1,782,-3%,-1.4,877,-3.6%,1.4,-0.024,0.63,0.47,1.5,0.6,4.0,i,7,i,-11
CC(=O)C1CCN(Cc2ccccc2)CC1,x,x,7,753,-12%,-0.51,856,0.1%,2.6,-0.0011,1.3,-0.4,1.7,0.9,7.3,i,39,i,-6
Cc1nc(NCc2cccnc2)c2c3c(sc2n1)CC(C)CC3 (stereo unspecified),-0.7,918,-21,655,-3%,-0.17,1336,-0.3%,-0.67,-0.057,-0.29,-0.079,2.4,1.7,1.4,i,30,i,4
Cc1ccc(-c2nc3ccccc3[nH]2)cc1NC(=O)/C=C/c1ccco1,4.1,1457,x,x,2%,-0.47,1267,-2.4%,1.4,-0.068,1,-0.073,2.4,1.7,5.9,i,11,i,11
CCCOC(=O)C(C)n1cnc2sc(C)c(C)c2c1=O (stereo unspecified),x,x,5,703,9%,x,x,-0.8%,-0.42,-0.49,-0.16,0.084,2.3,1.6,5.1,i,52,i,-6
O=C(CCCn1cnc([N+](=O)[O-])n1)Nc1cccc(Cl)c1Cl,x,x,-4,637,-2%,0.37,1221,-2.8%,0.3,-0.28,-0.28,-0.39,4.1,3.2,5.7,i,23,i,6
Cc1cc2occ(CC(=O)NC3=NCCS3)c2cc1C(C)C,1.3,1090,x,x,5%,x,x,-0.9%,-0.25,-0.1,0.3,-1.2,5.0,1.5,6.9,i,43,+,6.4*
COc1ccc(Cl)cc1NC(=O)c1c(-c2ccccc2)noc1C,x,x,-10,740,-2%,18*,1329*,-2.0%,1.3,-0.21,0.64,-0.6,2.8,2.6,5.2,i,29,i,12
C/C(=N\NC(=O)CNc1cccc(Cl)c1C)C1CC1,0.1,1488,8,656,5%,0.37,1557,-2.1%,-1,0.33,-0.38,0.24,1.5,1.5,2.1,i,29,i,-18
CC12C(=O)N(c3ccccc3)C(=O)C1C(c1ccccc1)N1CCCN12 (stereo unspecified),-5.7,1083,1,715,-2%,1.9,1478,x,0.17,-0.24,-0.19,0.76,x,x,x,i,30,x,x
O=C(O)CCc1ccc(-c2ccccc2)n1NC(=O)c1cccs1,-0.8,980,-10,693,1%,-0.52,1410,0.2%,0.16,-0.29,0.2,0.58,1.6,1.6,1.0,i,34,i,-4
COc1cccc(Cn2cc(N)cn2)c1,-1.4,1540,18,684,5%,-0.73,1499,15%,0.95,-0.2,0.12,0.23,4.5,2.5,9.9,i,27,i,6
Cc1ccc(-c2nnc(Nc3ccc(C(=O)N(C)C)cc3)c3ccccc23)cc1S(=O)(=O)NC(C)(C)CO,-0.6,1278,1,703,-10%,0.62,1172,x,-0.092,-0.19,0.44,-0.16,x,x,x,i,58,x,x
Cc1csc2nc(CSc3nncn3-c3ccccc3)c(Br)n12,1.9,1101,-11,745,2%,0.54,1186,4.0%,2.4,-0.14,1.1,-1.6,4.4,2.6,8.9,i,16,i,8
CCn1c(CNC(=O)COc2c(C)cccc2C)nnc1SCC(=O)Nc1nccs1,-0.2,1230,-1,726,8%,0.14,1287,-1.7%,0.25,-0.19,0.51,-1.2,2.6,1.2,3.9,i,23,i,-23
CCOC(=O)/C(=N/Nc1ccc(OC)cc1)Sc1nnc(CCc2ccccc2)n1-c1ccccc1,1.0,956,2,538,-22%,-0.95,1261,-2.1%,0.32,-0.26,0.061,-0.58,2.1,2.5,9.0,i,58,i,1
Cc1cccc(SCc2noc(C(=O)NC(C)C)c2C(=O)O)c1,-0.7,1339,x,x,-9%,-0.61,1586,-0.2%,-0.63,-0.21,-0.87,1.1,2.0,2.2,9.4,i,27,i,-8
O=C(OCc1nc2ccccc2s1)[C@@H]1CCCN1S(=O)(=O)c1ccccc1F,1.5,1024,-3,765,0%,0.67,774,-1.7%,0.98,-0.36,0.29,-0.92,0.9,1.2,3.9,i,53,i,-8

# Two compounds picked at random from the list so far, as already listed:
SMILES,bCat nuc transl,bCat nuc transl cell count 5 µM,Hep lipid drop,Hep lipid drop cells 6.5 µM,PhoP inhibition,Insulin prom up,Insulin prom up cell count,CSM14.1 death rescue,Dynein transport,Dynein transport cytoplasmic EGFP,Dynein transport nuclear GR-EGFP,Dynein transport cell count,MT stabilize HCS,MT stabilize HCS Hoechst-high %,MT stabilize HCS cytotoxicity %,T cell HTS,T cell HTS vesicle-bound %,Autophagy mod,Autophagy mod cell loss 18 h
CN(Cc1cccs1)C(=O)CCCc1c[nH]c2ccccc12,-0.8,1170,1,653,3%,-1.3,1398,1.8%,0.25,-0.32,0.38,1.2,7.3,2.9,22,i,21,i,24
COc1cccc(Cn2cc(N)cn2)c1,-1.4,1540,18,684,5%,-0.73,1499,15%,0.95,-0.2,0.12,0.23,4.5,2.5,9.9,i,27,i,6

# Compound activity (PubChem)

# Rows are unselected; overall some 3% were active at least once.
